# TDP2 inh = blocks human TDP2 phosphodiesterase activity. O95551. recombinant TDP2, T5PNP hydrolysis, p-nitrophenol absorbance 415 nm. inhibition, % at 12.8 µM. 0.34% of 370,000 active. AID 720702;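 active = inhibition above the mean of all tested compounds plus 3 SD, set per campaign, cut at about 25% in these data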;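 note: 0% = DMSO with enzyme and 100% = buffer with substrate but no TDP2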
# Target sequence (O95551 whole entry, looked up): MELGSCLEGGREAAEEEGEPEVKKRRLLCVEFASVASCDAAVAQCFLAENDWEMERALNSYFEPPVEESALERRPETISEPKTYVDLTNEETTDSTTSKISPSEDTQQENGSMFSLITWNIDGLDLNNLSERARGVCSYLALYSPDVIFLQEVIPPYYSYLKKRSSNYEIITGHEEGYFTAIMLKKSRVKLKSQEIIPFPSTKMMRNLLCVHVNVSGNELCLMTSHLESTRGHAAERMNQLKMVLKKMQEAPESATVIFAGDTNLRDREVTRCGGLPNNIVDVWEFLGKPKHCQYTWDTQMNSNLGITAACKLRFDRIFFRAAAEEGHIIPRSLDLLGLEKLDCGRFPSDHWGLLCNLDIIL
#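 Assay system: recombinant human TDP2 / Reagent: T5PNP substrate at 5 mM, a TopII-DNA adduct mimic / Measured by: epi absorbance from released p-nitrophenol / Evaluation: % inhibition relative to enzyme-containing and enzyme-free wells / Control set: enzyme-free and DMSO wells / Replicates: each compound tested once, singlicate / Schedule: enzyme reaction with compound for 2 h at 37 °C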
# ARFGAP1 inh = inhibits rat ARF GTPase activating protein 1; Q62848; Arfgap1-stimulated ARF1 GTP hydrolysis, GDP FP detection; inhibition, % at 16.5 µM; 0.26% of 360,000 active;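 active = inhibition above a per-plate limit, mean inhibition of low control wells plus 3 SD, cut at about 25% in these data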;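 note: 0% = DMSO wells with enzyme and 100% = wells lacking Arfgap1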
# Target sequence (Q62848 1-136 limits assumed): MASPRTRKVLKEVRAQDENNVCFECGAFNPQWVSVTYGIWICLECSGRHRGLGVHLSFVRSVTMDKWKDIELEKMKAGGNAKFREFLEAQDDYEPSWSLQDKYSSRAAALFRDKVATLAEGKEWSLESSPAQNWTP
#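 Assay system: Rat Arfgap1 GAP domain (His6, aa 1-136), purified enzyme | Buffer or medium: HEPES 25 mM pH 7.5, NaCl 150 mM, MgCl2, DTT | Schedule: GTP hydrolysis reaction 2 h at 25 °C | Signal: FP of antibody-bound GDP Alexa 633 tracer, ex 620/em 688 nm | Measure: Percent inhibition of Arfgap1-stimulated GTP hydrolysis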
# KLK7 zymogen act = activates the human kallikrein-7 zymogen; P49862; purified proKLK7, EDANS-DABCYL substrate fluorescence; 100% is mature enzyme control, 0% vehicle; activation, % at 7 µM; 0.9% of 370,000 active; AID 652039;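 active = activation above the mean of all tested compounds plus 3 SD, computed per campaign excluding outliers beyond control limits, cut at about 13% in these data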
# LEDGF integ inh = blocks HIV-1 LEDGF/p75-dependent DNA integration. inhibition, % at 3.7 µM. 0.64% of 370,000 active. AID 743269. TR-FRET IN-LEDGF/p75 DNA integration, Eu/Cy5;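 active = inhibition above the screen-wide mean plus 3 SD, cut at about 13% in these data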;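 note: signal is the Cy5 over europium emission ratio at 671 and 618 nm; 0% = plate median of compound wells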
# DDE Tn6 FP inh = disrupts Tn6 cyclic peptide binding to fibrin D-Dimer-E complex; inhibition, % at 8.3 µM; AID 720509; 0.21% of 370,000 active; Fibrin DD(E) TRITC-Tn6 fluorescence polarization displacement; P02675;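 active = inhibition above a per-campaign cutoff: mean of compounds within control limits plus 3 SD, cut at about 15% in these data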;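 note: 0% = median of all compound wells on the plate and 100% = blocking peptide control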
# Target sequence (P02675 whole entry, looked up): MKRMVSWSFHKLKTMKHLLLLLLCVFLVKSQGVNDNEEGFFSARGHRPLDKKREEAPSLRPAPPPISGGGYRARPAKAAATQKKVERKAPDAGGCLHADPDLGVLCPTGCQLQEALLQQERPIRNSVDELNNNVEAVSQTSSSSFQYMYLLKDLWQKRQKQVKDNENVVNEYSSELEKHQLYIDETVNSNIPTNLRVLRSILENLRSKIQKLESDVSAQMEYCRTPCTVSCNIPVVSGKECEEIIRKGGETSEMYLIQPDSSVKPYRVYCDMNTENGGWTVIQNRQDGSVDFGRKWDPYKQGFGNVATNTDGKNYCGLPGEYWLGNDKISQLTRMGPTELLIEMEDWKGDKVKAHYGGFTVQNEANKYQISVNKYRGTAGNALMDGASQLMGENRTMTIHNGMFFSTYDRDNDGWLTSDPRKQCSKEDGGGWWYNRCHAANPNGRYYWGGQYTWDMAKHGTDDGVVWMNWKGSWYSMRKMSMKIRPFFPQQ
# ADAM17 inh = ADAM17 inhibition, QFRET primary screen; P78536; recombinant ADAM17, EDANS/DABCYL FRET peptide cleavage; inhibition, % at 6.95 µM; 0.83% of 370,000 active; AID 720648;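 active = inhibition above the mean of compounds lying between control limits plus 3 SD, set per campaign, cut at about 8.5% in these data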;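 note: 0% = DMSO-only wells as the low control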
# Tn7 DDE FP = inhibitors of Tn7 peptide binding to human fibrin DD(E); FP displacement of FITC-Tn7 peptide from fibrin DD(E); 0% = median of compound wells per plate; inhibition, % at 8.3 µM; 0.13% of 370,000 active; AID 720508;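 active = inhibition above the mean of compounds falling within the control limits plus 3 SD of them, cut at about 14% in these data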;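 note: 0% = plate median of compound wells and 100% = 10 µM Aha-Tn7 peptide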
#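 Assay system: Human clot-derived fibrin DD(E) complex | Buffer or medium: Tris/NaCl/CaCl2 buffer, pH 7.8 | Repeats: One replicate per compound | Benchmarks: Aha-Tn7 high control | Measure: % inhibition scaled between sample-field median and high-control FP | Schedule: 10 min plus 3 h, room temperature | Signal: Fluorescence polarization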
# ADAM10 inh = ADAM10 inhibition, QFRET primary screen. O14672. recombinant ADAM10, EDANS/DABCYL FRET peptide cleavage, 3 h. inhibition, % at 7 µM. 0.62% of 370,000 active. AID 720582;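 active = inhibition above a per-campaign cutoff equal to the mean of compounds falling between control-based bounds plus 3 SD, cut at about 20% in these data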;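 note: 0% = DMSO wells while the 100% control is not disclosed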
# PLCg1 inh = blocks human PLC-gamma1 enzyme activity. P19174. purified PLC-gamma1, fluorogenic substrate, fluorescence. inhibition, % at 12.2 µM. 0.84% of 370,000 active; in the data active = inhibition above about 9.5%
# ASAP1 inh = inhibitors of human ASAP1 ArfGAP activity. Q9ULH1. ASAP1-stimulated ARF1 GTP hydrolysis, GDP FP detection. inhibition, % at 16.5 µM. 0.19% of 360,000 active; in the data active = inhibition above about 25%;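 note: 0% = vehicle with enzyme and substrate and 100% = no enzyme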
# An asterisk follows results filed as active; i = inactive; . = no result given.
SMILES,TDP2 inh,ARFGAP1 inh,KLK7 zymogen act,LEDGF integ inh,DDE Tn6 FP inh,ADAM17 inh,Tn7 DDE FP,ADAM10 inh,PLCg1 inh,ASAP1 inh
CC(C)CCN1CCN(Cc2ccc(C#CC(C)(C)O)s2)CC1CCO (configuration not stated),8,12,-0.3,2,-7,-3,-3,-1,-1,15
CC(C)(C)OC(=O)N(Cc1ccccc1)Cc1ccccc1OCc1cccc(NC(=O)C2CC2)c1,-9,8,0.0,-5,-3,9.5*,0,9,4,-11
CCC(C)C(NC=C1C(=O)OC(C)(C)OC1=O)C(=O)O (configuration not stated),2,9,0.8,-4,2,-5,-3,-5,1,9
CCC(c1nnc(SCC(=O)Nc2ccc(Cl)cc2C(F)(F)F)n1C1CCCCC1)N(C)C (configuration not stated),-18,-8,-0.3,5,-10,1,-4,3,-1,12
CCN(C(=O)COC(=O)c1ccc(N2C(=O)c3ccccc3C2=O)cc1)C1CCS(=O)(=O)C1 (configuration not stated),-3,-3,-0.2,3,0,1,3,4,4,-2
CCOC(=O)N1CCC(NC(=O)c2cccn3c(=O)c4cc(Br)ccc4nc23)CC1,-10,12,-2.8,4,-10,-18,-5,-26,-135,5
COc1cc(-c2nc3ccccc3c(=O)n2N)cc(OC)c1OC,3,-6,0.1,4,-2,0,0,10,7,-2
Cc1cccc(-c2cc3nc4c(c(NCc5ccco5)n3n2)CCCC4)c1,-1,1,-1.1,4,4,-21,-5,-56,-108,0
Cc1ccc(NC(=O)c2ccc3ccccc3n2)cc1S(=O)(=O)N1CCOCC1,-9,-5,-0.5,0,3,2,-5,13,1,8
CCC(=O)N1CCN=C1SCc1ccccc1,-3,22,-0.5,2,0,1,-8,-14,1,0
Cc1ccccc1N(CC(=O)NC1CCCCC1)C(=O)CNC(=O)c1cccs1,1,10,-0.5,1,3,0,2,-6,2,-1
COc1cccc(N2CCN(C(=O)c3ccc(=O)oc3)CC2C)c1 (configuration not stated),-5,14,-0.5,10,-9,-75,5,-214,-26,9
CCc1c(C(=O)N/N=C/c2ccsc2)csc1C,-9,2,0.1,3,4,0,1,-1,4,-4
COc1ccc(/C=N/NC(=O)COc2cc(C)cc(C)c2)cc1COC(C)=O,-11,-4,0.1,7,4,2,-3,12,0,2
Cc1cc(C)n(-c2ccc(C(=O)OCC(=O)c3c(N)n(C)c(=O)n(C)c3=O)cc2)n1,3,1,0.2,0,-1,1,-9,2,4,10
COc1cc(/C=C(\C#N)C(=O)NCc2cccs2)ccc1O,-10,-8,0.5,0,4,4,-9,2,-8,3
O=C(c1ccccc1Cl)N1CCC(c2nc3c(nnn3Cc3ccco3)c(=O)[nH]2)CC1,-3,-6,0.8,3,1,-1,-7,-6,0,-7
Cc1cc(-c2c(C)[nH]n(-c3ccc(Cl)cc3)c2=O)n[nH]1,9,2,-0.5,-4,-3,1,-13,2,3,-12
CCN(CC)S(=O)(=O)c1ccc(C(=O)Nc2cccc(C)c2)cc1,4,-2,-0.2,-4,-4,-4,2,1,-1,-9
COc1cccc(/C=C2\Sc3ccc(C(=O)NCC4CCCO4)cc3N(C)C2=O)c1 (configuration not stated),1,-1,0.1,-1,0,-4,-1,-4,-31,15
Cc1ccc(CSc2cc(C)[nH]c(=O)n2)cc1,7,6,0.2,3,-3,1,-4,-2,-1,1
Cc1ccc(C(=O)N2CC(C(=O)O)C2)cc1,-1,-14,-0.8,4,5,1,-1,-2,0,-3
COc1ccc(CNC(=O)C2CCCN2S(=O)(=O)c2ccccc2)cc1 (configuration not stated),10,0,0.4,1,3,-3,-5,-1,-23,-3
CC(C)CNC(=S)NC(=O)c1csc([N+](=O)[O-])c1,2,8,0.6,-1,2,0,5,-2,4,2
COc1cc(C(=O)NC2CC(C)(C)Cc3c2cnn3-c2ccccc2)cc(OC)c1OC (configuration not stated),11,-7,0.2,4,-1,-2,3,5,4,-7
O=C(Cn1c(=O)cnc2ccccc21)Nc1cccc(S(=O)(=O)N2CCCCC2)c1,-13,14,-0.4,0,-9,-57,-1,-222,-28,-7
CC(C)CCn1nc(C(=O)OCC(=O)NC(C)c2ccccc2)c2ccccc2c1=O (configuration not stated),-9,-6,0.1,3,-2,2,-2,7,3,-5
Cc1cccc(C)c1NC(=O)C(=O)NCCCN1CCOCC1,2,-8,0.0,2,2,-1,0,-4,0,-6
O=C(c1ccccc1NS(=O)(=O)c1cccs1)N1CCOCC1,0,22,-0.5,2,-1,1,-1,4,7,1
CC1(C)C(=O)N(CCN2CCC(C(=O)c3ccc(F)cc3)CC2)c2ccccc21,7,5,0.5,-2,-4,-4,7,-4,-1,14
O=C(NCc1ccco1)C(=O)NN=Cc1ccccc1O,-11,6,0.3,-5,-1,-1,-11,-3,-7,2
Cc1c(C(=O)N(C)Cc2ccc(F)cc2)sc(=O)n1Cc1ccccc1C#N,9,5,0.2,0,3,-2,9,-9,0,8
Cc1ccccc1NS(=O)(=O)c1nnc(NC(=O)C(C)C)s1,-1,-1,0.1,-2,0,-5,-6,3,0,-2
CCN(Cc1ccncc1)C(=S)Nc1ccccc1C,-2,4,0.1,2,0,-2,9,-4,-2,0
COc1ccc(OCC(=O)Nn2c(-c3ccc(OC)cc3)nc3ccccc3c2=O)cc1,-6,-12,-0.1,-1,9,2,2,6,1,5
COc1ccc(OC)c(Nc2ncnc3sccc23)c1,4,14,-0.6,-3,6,-3,8,-9,-13,4
Cc1ccc(CC(=O)OCC(=O)c2ccc[nH]2)cc1C,5,-13,0.3,5,13,1,-3,0,-2,3
CCCCCCCCCOC1OC(CO)C(O)C(O)C1NC(C)=O (configuration not stated),-6,-6,-0.3,-1,2,0,-6,5,1,0
O=C(Nc1ccc([N+](=O)[O-])cc1)C1COc2ccccc2O1 (configuration not stated),18,-7,0.1,2,1,2,2,4,6,6
N=c1n(Cc2ccccc2)c2ccccc2n1CC(O)COc1ccc(Cl)cc1Cl (configuration not stated),-5,-7,-0.1,2,-5,0,-44,4,12*,-9
O=C(Nc1ccc(S(=O)(=O)NC2=NCCCCC2)cc1)c1cccc(OC(F)F)c1,-2,-3,0.4,-2,0,-4,6,-6,3,-1
CC(=O)Nc1ccc(NC(=O)CCc2nc3ccccc3c(=O)[nH]2)cc1,8,1,-0.3,2,-2,-5,1,-2,0,-6
Cc1cc(/C=C(/C#N)C(=O)Nc2ccc(Cl)cc2)c(C)n1-c1cccnc1,-2,5,0.9,-1,6,-4,0,-8,-52,6
C#CCn1c(=NC(=O)CN2C(=O)CCC2=O)sc2cccc(C)c21,-10,13,-0.1,2,-4,2,-12,1,4,-13
O=C1CCc2cc(S(=O)(=O)Nc3ccc4c(c3)OCCO4)ccc2N1,7,.,.,1,-1,-2,-6,-1,0,.
Cc1ccc(N2CC(C(=O)Nc3cc(C)ccc3F)CC2=O)cc1 (configuration not stated),5,4,0.3,2,-5,-7,-10,-5,-1,-4
Cc1ccc2c(CSc3nc4nc(C)cc(C)n4n3)cc(=O)oc2c1,-3,2,0.3,-1,3,1,-5,3,3,9
Cc1ccc(NC(=O)Nc2ccc3c(c2)OCO3)c(OC(F)F)c1,-3,6,-0.3,2,7,0,-2,-1,1,1
COc1cc2c(cc1NC(=O)CSc1ccccn1)oc1ccccc12,5,6,0.3,0,3,-2,-1,-5,-3,2
Cc1occc1C(=O)N/N=C/c1ccc(Br)s1,0,4,-0.4,-6,-6,-2,-3,-9,1,-6
CCOC(=O)c1nc2sc(C)c(C)c2c(=O)[nH]1,3,8,-341,1,-4,-380,1,i,-437,-10
N#Cc1ccc(OCc2ccc(C(=O)O)o2)cc1,26*,6,-0.3,-3,9,7,8,0,0,-2
COc1ccccc1N1CCN(C(=O)c2ccccc2N(C)S(=O)(=O)c2ccc(C)cc2)CC1,-3,11,0.1,4,7,-3,-8,5,0,5
Cc1c(CCC(=O)O)c(=O)n2c([nH]c3ccccc32)c1C#N,1,9,-13,0,-9,i,-13,i,-115,-1
COc1ccc(-c2c3c(nc4sc(C(=O)Nc5cc(C)on5)c(N)c24)CCC3)cc1,12,-1,-3.7,3,3,-13,1,-41,-450,1
CC1(C)C(=O)Nc2ccccc2N1C(=O)COC(=O)Cc1c(F)cccc1Cl,-2,10,0.6,-2,4,-1,0,-3,0,-5
COc1cc(NCc2ccccc2)c2ncn(Cc3ccccc3)c2c1,-7,3,-0.3,-2,-8,12*,-5,15,1,-1
Cc1ccc(N=Nc2c(C)[nH][nH]c2=O)c(C)c1,-12,1,-0.3,-4,1,-4,-3,-6,2,-2
CC(NC=O)c1nc2ccccc2n1CCc1ccccc1 (configuration not stated),9,12,-0.8,4,5,-1,2,6,4,-4
Oc1ccccc1,7,0,0.3,2,7,-5,-2,-10,1,1

# Further records.
SMILES,TDP2 inh,ARFGAP1 inh,KLK7 zymogen act,LEDGF integ inh,DDE Tn6 FP inh,ADAM17 inh,Tn7 DDE FP,ADAM10 inh,PLCg1 inh,ASAP1 inh
O=C(CN1C(=O)c2ccccc2C1=O)NNC1=NS(=O)(=O)c2ccccc21,-5,-1,0.2,-4,0,1,8,6,-1,-11
Oc1cccc2cnccc12,3,5,-0.2,-2,2,-7,6,-9,-2,6
Cc1ccc(C(=O)N2CCN(CCNC(=O)C(=O)NCc3ccc(Cl)cc3)CC2)cc1,7,12,-0.3,3,-2,-4,0,8,0,-11
O=C(NC1C(=O)NNC1c1ccccc1)c1ccc(F)cc1 (configuration not stated),26*,0,0.0,5,0,3,-1,11,2,10
COc1ccc(OC)c(C(=O)CSc2nnc(Cc3cccs3)n2C)c1,8,8,0.1,3,3,-10,8,-7,-1,-7

# An excerpt of these results, with two lines to a compound:
# Screens in order: TDP2 inh | ARFGAP1 inh | KLK7 zymogen act | LEDGF integ inh | DDE Tn6 FP inh | ADAM17 inh | Tn7 DDE FP | ADAM10 inh | PLCg1 inh | ASAP1 inh
> O=C(CN1C(=O)c2ccccc2C1=O)NNC1=NS(=O)(=O)c2ccccc21
  -5 | -1 | 0.2 | -4 | 0 | 1 | 8 | 6 | -1 | -11
> Cc1ccc(C(=O)N2CCN(CCNC(=O)C(=O)NCc3ccc(Cl)cc3)CC2)cc1
  7 | 12 | -0.3 | 3 | -2 | -4 | 0 | 8 | 0 | -11
> Oc1cccc2cnccc12
  3 | 5 | -0.2 | -2 | 2 | -7 | 6 | -9 | -2 | 6
> COc1ccc(OC)c(C(=O)CSc2nnc(Cc3cccs3)n2C)c1
  8 | 8 | 0.1 | 3 | 3 | -10 | 8 | -7 | -1 | -7
> O=C(NC1C(=O)NNC1c1ccccc1)c1ccc(F)cc1 (configuration not stated)
  26* | 0 | 0.0 | 5 | 0 | 3 | -1 | 11 | 2 | 10
